From PubChem
ERK EGF block: EGF-driven ERK pathway inhibition; 130,000 tested, 0.41% active; Potency, µM (highest dose often 11.5 µM), inactives show at the top dose activity change, negative = inhibition, most hits filed as inhibitors; HEK293-V1b, EGF-stimulated phospho-ERK AlphaScreen; active means well fitted inhibition curve with a large enough effect; inconclusive means small, poorly fitted or top-dose-only effect, or effect the other way;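 further: plate controls were stimulated vehicle wells for no effect and unstimulated vehicle basal for full effect; nearly all actives have a fitted effect of over 55% in size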
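Stably V1b-transfected HEK293 cells; 30 min compound, then EGF 25 nM final for 5 min at 37C; 10 min lysis; phospho-ERK by AlphaScreen after 5 hr beads at room temperature.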
* marks the source's active call; other numbers are inactive results; & = joins results of further samples; [ ] = remark or other dose. Potency means the concentration at half of the fitted maximal effect.

How did Cn1c(=O)c(=O)n(C)c2cc(S(=O)(=O)N3CCN(c4ccccc4F)CC3)ccc21 do in these assays?
ERK EGF block: -4%

What do the screens show for `CN(C)C(=O)c1ccc(-c2nc(NCc3cccnc3)c3ccccc3n2)cc1`?
ERK EGF block: 22%

Results for CCCn1c(=O)[nH]c2nc(-c3ccc(S(=O)(=O)O)cc3)[nH]c2c1=O ?
ERK EGF block: 2%

What do the screens show for `Cc1cc(=O)n2c(n1)NC(=NCc1ccccc1)NC2c1ccccc1` (stereo not drawn)?
ERK EGF block: 6%[57.5 µM]

Results for CCC(C)[C@@H](N)C(=O)N/N=C/c1cccc2nccnc12 (stereo partly drawn) ?
ERK EGF block: -5%[57.5 µM]

What do the screens show for `Cc1cccc(NCC(=O)c2c(N)n(C)c(=O)n(C)c2=O)c1C`?
ERK EGF block: -21%

How did CC(CC(=O)O)C(=O)c1ccc(Cl)c([N+](=O)[O-])c1 (stereo not drawn) do in these assays?
ERK EGF block: -7%

What do the screens show for `COc1cc(C(=O)NCc2ccc3c(c2)cc(C)n3C)cc(OC)c1OC`?
ERK EGF block: 6%

What do the screens show for `O=C(NC1CC(=O)c2sccc21)c1ccc(Cl)cc1Cl` (stereo not drawn)?
ERK EGF block: 1%

What do the screens show for `Cc1ccccc1NS(=O)(=O)c1cc(OCC(N)=O)c(C)cc1Cl`?
ERK EGF block: -4%

Results for O=C(COC(=O)C1CCCCC1)Nc1ccc([N+](=O)[O-])cc1 ?
ERK EGF block: -11%

Results for COC(=O)c1ccc([C@H]2C=C(C(=O)O)O[C@@H](OCc3ccc(CO)cc3)C2)cc1 ?
ERK EGF block: -9%[57.5 µM]

What do the screens show for `COc1cc(C(=O)Nc2ccc3c(c2)N(C(=O)CCN(C)C)c2ccccc2CC3)cc(OC)c1OC`?
ERK EGF block: -11%

How did CCO[C@@H]1OC(C(=O)NCc2ccccc2)=C[C@H](c2ccccc2)[C@H]1CCCO do in these assays?
ERK EGF block: -15%[57.5 µM]

Results for CCCCCCCCCCCCC/C=C\[C@@H](O)[C@H](CO)NC(C)=O ?
ERK EGF block: 3%

How did C=CCCOc1ccccc1C(N)=O do in these assays?
ERK EGF block: -4%[57.5 µM]

Results for Cc1cccc(NC2=NC(=S)N(CC#N)C23CCCCC3)c1 ?
ERK EGF block: 4%

What do the screens show for `COc1ccc2c(C)c(Cc3ccccc3)c(=O)oc2c1OC`?
ERK EGF block: -2%

What do the screens show for `C#CCOCCOCCOCCNc1nc(N2CCN(C(=O)[C@H](CCCCN)n3cc(C(N)[C@H](C)CC)nn3)CC2)nc(N2CCN(C(=O)[C@H](CCC(=O)O)n3cc(C(N)[C@H](C)CC)nn3)CC2)n1` (stereo partly drawn)?
ERK EGF block: 6%[57.5 µM]

What do the screens show for `Cc1nc2cnc(Oc3ccccc3)nc2n(CCc2ccccc2)c1=O`?
ERK EGF block: -8%

15 entries from above, ordered by molecular weight, largest number first.
What do the screens show for `C#CCOCCOCCOCCNc1nc(N2CCN(C(=O)[C@H](CCCCN)n3cc(C(N)[C@H](C)CC)nn3)CC2)nc(N2CCN(C(=O)[C@H](CCC(=O)O)n3cc(C(N)[C@H](C)CC)nn3)CC2)n1` (stereo partly drawn)?
ERK EGF block: 6%[57.5 µM]

How did Cn1c(=O)c(=O)n(C)c2cc(S(=O)(=O)N3CCN(c4ccccc4F)CC3)ccc21 do in these assays?
ERK EGF block: -4%

Results for COC(=O)c1ccc([C@H]2C=C(C(=O)O)O[C@@H](OCc3ccc(CO)cc3)C2)cc1 ?
ERK EGF block: -9%[57.5 µM]

What do the screens show for `CN(C)C(=O)c1ccc(-c2nc(NCc3cccnc3)c3ccccc3n2)cc1`?
ERK EGF block: 22%

What do the screens show for `Cc1ccccc1NS(=O)(=O)c1cc(OCC(N)=O)c(C)cc1Cl`?
ERK EGF block: -4%

What do the screens show for `Cc1nc2cnc(Oc3ccccc3)nc2n(CCc2ccccc2)c1=O`?
ERK EGF block: -8%

Results for CCCn1c(=O)[nH]c2nc(-c3ccc(S(=O)(=O)O)cc3)[nH]c2c1=O ?
ERK EGF block: 2%

What do the screens show for `Cc1cc(=O)n2c(n1)NC(=NCc1ccccc1)NC2c1ccccc1` (stereo not drawn)?
ERK EGF block: 6%[57.5 µM]

Results for CCCCCCCCCCCCC/C=C\[C@@H](O)[C@H](CO)NC(C)=O ?
ERK EGF block: 3%

What do the screens show for `O=C(NC1CC(=O)c2sccc21)c1ccc(Cl)cc1Cl` (stereo not drawn)?
ERK EGF block: 1%

What do the screens show for `Cc1cccc(NCC(=O)c2c(N)n(C)c(=O)n(C)c2=O)c1C`?
ERK EGF block: -21%

Results for Cc1cccc(NC2=NC(=S)N(CC#N)C23CCCCC3)c1 ?
ERK EGF block: 4%

What do the screens show for `COc1ccc2c(C)c(Cc3ccccc3)c(=O)oc2c1OC`?
ERK EGF block: -2%

Results for O=C(COC(=O)C1CCCCC1)Nc1ccc([N+](=O)[O-])cc1 ?
ERK EGF block: -11%

How did CC(CC(=O)O)C(=O)c1ccc(Cl)c([N+](=O)[O-])c1 (stereo not drawn) do in these assays?
ERK EGF block: -7%

Next section:
What do the screens show for `CC(C)(C)SCCNS(=O)(=O)c1ccc(C#N)cc1`?
ERK EGF block: -6%[57.5 µM]

What do the screens show for `CCCCNC(=S)N(Cc1c(C)noc1C)c1ccccc1`?
ERK EGF block: 9%

How did COCCNC(=O)NC(=O)COC(=O)c1ccc2[nH]c3c(c2c1)CCCC3 do in these assays?
ERK EGF block: 10%

What do the screens show for `O=C(NC(=S)NNC(=O)c1cnccn1)c1ccc(Cl)cc1`?
ERK EGF block: -2%[57.5 µM]

How did Cc1nnc(NC(=O)c2nn(CC(C)C)c(=O)c3ccccc23)s1 do in these assays?
ERK EGF block: 1%

Results for O=C(CCN1C(=O)C2C3C=CC(C4CC34)C2C1=O)Oc1ccc(Br)cc1 (stereo not drawn) ?
ERK EGF block: 3%

What do the screens show for `CNS(=O)(=O)c1ccc(N2CCCC2=O)c([N+](=O)[O-])c1`?
ERK EGF block: 2%

Results for O=C(Nc1ccc(C(O)(C(F)(F)F)C(F)(F)F)cc1)c1ccc(Cl)c([N+](=O)[O-])c1 ?
ERK EGF block: inconclusive

How did CC(C)c1onc(C(=O)NCc2ccccn2)c1[N+](=O)[O-] do in these assays?
ERK EGF block: -7%

What do the screens show for `CCOc1ccc(NC(=O)C2CSC(c3ccncc3)=N2)cc1` (stereo not drawn)?
ERK EGF block: 5%

How did CCOc1ccc(Cc2c(Cl)nc(SC)nc2N(C)C)cc1 do in these assays?
ERK EGF block: 1%

Results for Nc1ccc(OCc2ccco2)cc1 ?
ERK EGF block: -8%

What do the screens show for `CCCN(CCC)S(=O)(=O)c1ccc(N2CCCC2=O)c([N+](=O)[O-])c1`?
ERK EGF block: -1%

Results for COc1ccccc1OCC(=O)N1CCNC1=O ?
ERK EGF block: 7%

What do the screens show for `O=C(NCCSC1CCCCC1)c1ccccc1`?
ERK EGF block: 4%

Results for CCN(CC)CCNC(=S)Nc1ccc2nc3n(c(=O)c2c1)CCCCC3 ?
ERK EGF block: -3%

Results for CN(CCC#N)C(=O)COC(=O)c1ccccc1C(=O)c1ccc(Cl)c([N+](=O)[O-])c1 ?
ERK EGF block: -5%

Results for O=C(CS(=O)(=O)c1ccccc1)NCc1ccco1 ?
ERK EGF block: -4%

Results for CCc1[nH]c(=O)c(C#N)c2c1CSC(C)(C)C2 ?
ERK EGF block: 3%

How did COCC1CCN(Cc2cn[nH]c2-c2cc3ccccc3o2)C1 (stereo not drawn) do in these assays?
ERK EGF block: -1%

Results for CC(=O)Nc1ccccc1C(=O)C(=O)Nc1ccc(C(=O)NCC2CCCO2)cc1 (stereo not drawn) ?
ERK EGF block: -11%

What do the screens show for `CCn1cnc2c1c(=O)n(CC(=O)Nc1ccc(C(N)=O)cc1)c(=O)n2Cc1ccccc1`?
ERK EGF block: 4%[57.5 µM]

What do the screens show for `O=C(N/N=C/c1cccc(O)c1)c1ccc(COc2cccc3cccnc23)cc1`?
ERK EGF block: -2%

How did CC1=C(C(=O)OC(C)C)C(c2cccc([N+](=O)[O-])c2)n2c(cc(=O)[nH]c2=S)N1 (stereo not drawn) do in these assays?
ERK EGF block: -2%

Results for CCC(=O)Nc1cc(C(=O)O)ccc1Sc1ccccc1 ?
ERK EGF block: 5%

How did CCc1ccc(CN(C)Cc2nc(Cc3cccc(C(F)(F)F)c3)no2)nc1 do in these assays?
ERK EGF block: -8%[57.5 µM]

How did O=C(/C=C/c1ccc(OC(F)F)cc1)OCC(=O)N1CCN(C(=O)c2ccco2)CC1 do in these assays?
ERK EGF block: 9%

How did CC(C)(C)C(=O)N1CCC(O)(CS(=O)(=O)c2ccc(Cl)c(Cl)c2)CC1 do in these assays?
ERK EGF block: 3%

How did COc1ccccc1-n1c(C)nnc1SCC(=O)NCc1ccccc1 do in these assays?
ERK EGF block: 8%

Results for NC(=O)Cc1nc2scc(-c3ccc(Cl)cc3)c2c(=O)[nH]1 ?
ERK EGF block: -12%

How did O=C(O)CCCN1C(=O)NC2NC(=O)NC21 (stereo not drawn) do in these assays?
ERK EGF block: -7%[57.5 µM]

How did CCOC(=O)c1cn2c(C)cccc2n1 do in these assays?
ERK EGF block: 2%

How did COC(=O)N/N=C\c1cc2c(cc1Br)OCO2 do in these assays?
ERK EGF block: -5%

Results for Cc1sc2nc(CSCC(=O)N(C)c3ccccc3)[nH]c(=O)c2c1C ?
ERK EGF block: -5%

Results for CCc1cc2c(C)cc(=O)oc2cc1Oc1ncccc1[N+](=O)[O-] ?
ERK EGF block: -8%

Results for CC(=O)Nc1scc(-c2ccccc2)[n+]1-c1ccc(C)cc1 ?
ERK EGF block: 2%

What do the screens show for `CSc1nc(-c2ccccc2)c(C#N)c(=O)n1C`?
ERK EGF block: 6%

How did O=C(NCCOCCNC(=O)OCc1ccccc1)OCc1ccccc1 do in these assays?
ERK EGF block: -5%

How did CCC[C@@H]1C[C@@]1(CCC)[C@@H](NC(=O)c1ccccc1)c1ccc(C(=O)OC)cc1 do in these assays?
ERK EGF block: 1%&-1%

How did COc1cccc(/C=N/NC(=O)CC(=O)NCCc2ccccc2)c1OC do in these assays?
ERK EGF block: -1%

What do the screens show for `CCOC(=O)c1ccc(NC(=O)CSc2nnc(C3CCCCC3)n2C)cc1`?
ERK EGF block: -17%

What do the screens show for `O=C(CSc1nc2cc(Cl)ccc2c(=O)n1Cc1ccco1)Nc1ccc(S(=O)(=O)N2CCOCC2)cc1`?
ERK EGF block: 1%

What do the screens show for `Cn1nc(NC(=O)CC23CC4CC(CC(C4)C2)C3)c2c(F)cccc21`?
ERK EGF block: -2%[57.5 µM]

Results for CC(=O)c1ccc(NC(=O)c2ccc(S(=O)(=O)c3ccccc3)cc2)cc1 ?
ERK EGF block: inconclusive

What do the screens show for `COc1cc(OC)c2c(=O)c(-c3ccc4c(c3)OCO4)coc2c1`?
ERK EGF block: 33%

How did O=C(NC(=S)Nc1ccccc1N1CCOCC1)c1ccc(-c2cccc(Cl)c2)o1 do in these assays?
ERK EGF block: -1%

What do the screens show for `CCSc1nc2c(c(=O)n1-c1ccc(F)cc1)SCC2`?
ERK EGF block: 13%

How did COC(=O)[C@H](COC(C)(C)C)NC(=O)O[C@@H]1C(=O)c2ccc(OC)cc2O[C@H]1c1ccc2c(c1)OCO2 do in these assays?
ERK EGF block: -11%

How did CCNc1ncnc2c1cnn2C do in these assays?
ERK EGF block: 3%

What do the screens show for `Cc1ccc(/C=C2/C(=O)N=C(N)N2C)s1`?
ERK EGF block: 3%

How did CC(SCC(=O)O)c1nc2ccccc2[nH]1 (stereo not drawn) do in these assays?
ERK EGF block: -1%[57.5 µM]

What do the screens show for `CC(C)[C@@H](N)C(=O)N/N=C/c1ccc2ncccc2c1`?
ERK EGF block: -1%[57.5 µM]

What do the screens show for `COc1cc(N(C(=O)Cc2cccs2)C(C(=O)NC2CCCCC2)c2ccc(C)cc2)ccc1-n1cnnn1` (stereo not drawn)?
ERK EGF block: 11%

What do the screens show for `OC1CCN(c2c3c(nc4cc(-c5ccc(Cl)cc5)nn24)CCC3)CC1`?
ERK EGF block: -6%

What do the screens show for `O=C(Cc1c(F)cccc1Cl)Nc1ccccc1N1CCCCC1`?
ERK EGF block: -3%

Results for COc1ccccc1NS(=O)(=O)c1cccc(C(=O)N/N=C2\CC(=O)CC(C)(C)C2)c1 ?
ERK EGF block: 6%

Results for CC(=O)[C@@H]1[C@@H]2C(=O)N(c3ccccc3F)C(=O)[C@@H]2[C@H]2c3ccccc3C=NN12 ?
ERK EGF block: -3%[57.5 µM]

Results for O=C(/C=C/c1cccc(Br)c1)NCC1CCCCC1 ?
ERK EGF block: -8%

Results for C=CCN(c1ccc(C(=O)Nc2ccc3c(c2)OCO3)cc1)S(C)(=O)=O ?
ERK EGF block: 5%

How did COC(=O)c1scc(C)c1NC(=O)CSc1ccc(Cl)cc1 do in these assays?
ERK EGF block: -1%[57.5 µM]

Results for Cc1ccc(C(=O)O/N=C(\c2ccccc2)c2ccncc2)cc1 ?
ERK EGF block: 4%

What do the screens show for `Cc1csc(SCC(=O)N(C)c2c(N)n(Cc3ccccc3)c(=O)[nH]c2=O)n1`?
ERK EGF block: 7%

Results for Cc1nn(C)c(C)c1NC(=O)/C(C#N)=C\N(C)C ?
ERK EGF block: -3%[57.5 µM]

What do the screens show for `O=C(Nc1cccc(Cl)c1)Nc1sccc1-c1nc2ccccc2s1`?
ERK EGF block: -1%[57.5 µM]

Results for O=C(NNC(=O)c1ccc2ncccc2c1)c1ccc(Cl)cc1 ?
ERK EGF block: -15%

What do the screens show for `O=S(=O)(c1ccc2oc(=S)[nH]c2c1)N1CCCCC1`?
ERK EGF block: -9%[57.5 µM]

What do the screens show for `COc1cc2c(cc1OC)C(c1ccccc1)N(C(=O)CSCC(=O)O)CC2` (stereo not drawn)?
ERK EGF block: 8%

What do the screens show for `Cc1ccc(S(=O)(=O)Nc2nc(C)c(C(=O)Nc3ccccc3)s2)cc1`?
ERK EGF block: 0%

How did COc1ccc(CCNC(=S)Nc2cccc3ccccc23)cc1 do in these assays?
ERK EGF block: -3%

Results for N#CC1=C(N)N(c2ccccc2)C2=C(C(=O)CCC2)C1c1ccccc1 (stereo not drawn) ?
ERK EGF block: -2%

Not all compounds are listed; count on the stated rates, not on these rows.
